Screens (PubChem)
EWS-Fli block: blocks EWS/Fli oncoprotein-driven transcription; A673 NR0B1-luciferase reporter, viability-normalised; inhibition, % at 12.6 µM; 350,000 tested, 0.67% active;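 active = mean inhibition of at least 50% after viability correction, with every replicate also passing that limit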;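 note: firefly luciferase signal divided by Alamar Blue viability fluorescence both relative to DMSO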
PGC1a acetyl inh: modulators of PGC1a acetylation; U2OS PGC1a acetylation, AlphaScreen anti-acetyl-lysine; with virally co-expressed GCN5 acetyltransferase; 350,000 tested, 0.17% active; inhibition, % at 15.6 µM;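 active = every replicate shows inhibition of at least 40%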;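 note: 0% = neutral control wells and 100% = positive control wells; some results beyond the cut were filed as inactive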
FN deposit inh: fibronectin deposition inhibition. 350,000 tested, 0.086% active. inhibition, % at 12.6 µM. AH1F fibroblasts, Alexa488-fibronectin deposition fluorescence, overnight;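 active = mean inhibition across replicates of 30% or more, regardless of how many single replicates reach that level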;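 note: positive control wells lacked labelled fibronectin entirely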
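Test system: AH1F fibroblast monolayer depositing Alexa488-labelled fibronectin into matrix. Input: 10000 cells per well. Technique: fluorescence, ex 485 nm, em 525 nm. Buffer or medium: DMEM plus 2% serum, read in PBS. Timing: 1 h cell adhesion before compound, then overnight fibronectin incubation. Compound: single dose, pinned. Read-out basis: inhibition from reduced deposited-fibronectin fluorescence.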
Cneo AK release: causes C. neoformans cell lysis; 360,000 tested, 0.2% active; adenylate kinase release luminescence, 4 h; normalised: neutral wells 0, clomiphene wells 100; lysis activity, % at 15 µM;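 active = mean lysis activity across replicates of at least 80%, whatever share of replicates individually reach that level; inactive = mean lysis activity below 80%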
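Assay system: log-phase C. neoformans yeast / Quantity: yeast cell density of 5 × 10^6 cells/mL / Medium: fresh YPD growth medium / Compound: single dose / Timing: static 4 h at 37 °C with compound, 1 h detection / Measured by: adenylate kinase release luminescence / Read-out: lysis from increased AK signal / Benchmarks: Clomiphene as positive lysis control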
LGR2 inh: blocks bursicon-induced cAMP signaling via Drosophila LGR2 | 380,000 tested, 0.35% active | AID 720647 | HEK293 LGR2, CRE-luciferase, bursicon-stimulated, 4 h | inhibition, % at 9.99 µM;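 active = drop in luminescence signal, shown as inhibition above about 50% in the replicate tests, limit read from the data, passing the limit was not always enough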;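 note: agonist challenge used bursicon conditioned medium at about half maximal strength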
miR122 inh: blocks miR-122 activity in Huh7 sensor cells | Huh7 miR-122 Renilla luciferase sensor, 48 h; neutral wells = 0, positive control = 100 | 340,000 tested, 0.3% active | AID 602342 | activation (reporter increase), % at 12.5 µM;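 active = mean replicate activation score at least 90 and every replicate individually at or above 90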;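 note: higher luciferase means less miR-122 activity so hits act as miR-122 inhibitors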
CASP6 VEID inh: inhibitors of human caspase-6 | P55212 | purified caspase-6, Z-VEID-R110 cleavage fluorescence | AID 686996 | inhibition, % at 12.5 µM | 350,000 tested, 0.53% active;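 active = mean inhibition across replicates at least about 35%, with every replicate also reaching that limit, limit read from the data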;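 note: 0% = median of neutral control wells and 100% = no fluorescence left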
Target sequence (P55212 24-179 limits assumed): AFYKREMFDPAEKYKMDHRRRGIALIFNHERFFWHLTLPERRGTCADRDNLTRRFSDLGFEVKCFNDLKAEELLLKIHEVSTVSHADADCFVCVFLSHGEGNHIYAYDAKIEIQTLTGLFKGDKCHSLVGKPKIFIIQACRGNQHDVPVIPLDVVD
Target sequence (P55212 194-293 limits assumed): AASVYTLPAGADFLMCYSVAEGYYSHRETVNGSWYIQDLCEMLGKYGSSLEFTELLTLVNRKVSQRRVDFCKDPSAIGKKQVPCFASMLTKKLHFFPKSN
PAX8 inh HTS: PAX8 transcriptional activity inhibition; RMG-I TPO-luciferase reporter, SteadyGlo, 24 h; inhibition, % at 12.6 µM; 360,000 tested, 1.2% active;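 active = mean replicate inhibition at least 60% with every replicate also reaching 60%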;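 note: luciferase light reporting Pax8 driven TPO promoter activity; plate controls were median of neutral control wells for no effect and mitoxantrone controls for full effect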
Numbers without * were called inactive; nt = not tested or not shown; [ ] = remark or other dose.

SMILES	EWS-Fli block	PGC1a acetyl inh	FN deposit inh	Cneo AK release	LGR2 inh	miR122 inh	CASP6 VEID inh	PAX8 inh HTS
CN1C(=O)c2cc(NC(=O)NC3CCCC3)ccc2OC[C@H]2O[C@H](CC(=O)O)CC[C@H]21	-5.8	-2.8	nt	-1.4	-4.6	-22.5[16.7 µM]	1.6	-12.4
CN(C)CCCNC(=O)C[C@@H]1CC[C@@H]2[C@H](COC[C@@H](O)CN2CC2CCCCC2)O1	1.0	nt	4.7	nt	1.6	nt	0.0	nt
COc1cccc(/C=C(/C(=O)OCC(N)=O)c2ccccc2)c1	-1.6	nt	-5.2	nt	6.8	nt	-0.4	-5.0
NC(=O)c1ccc(N=Cc2c(O)ccc3ccccc23)cc1	16.7	1.2	12.4	3.8	-5.7	-4.0	-3.3	8.5
CCc1nc(N)nc(N)c1-c1ccc(N(C)Cc2ccccc2)c([N+](=O)[O-])c1	55.6*	13.6	2.2	nt	21.6	-2.8	5.6	38.4
C=CCn1c(=NC(=O)c2cc(-c3cccs3)nc3ccccc23)sc2cc(S(N)(=O)=O)ccc21	5.4	nt	-13.6	5.6	5.1	nt	-2.3	27.7
FC(F)(F)c1ccc2c(c1)nc1n2CCCC1	nt	-5.9	8.3	0.2	nt	-0.1	nt	-35.9
O=S(=O)(NCC[C@@H]1CC[C@H](NS(=O)(=O)c2cccc(Cl)c2)[C@@H](CO)O1)c1cccc(F)c1	8.9	-3.3	-6.6	0.0	-5.2	nt	-1.8	27.9
COc1ccc(/C(C)=N/N=C(N)N)c(O)c1	-3.0	11.5	-5.2	nt	-14.4	3.0	-5.3	-1.0
C=CCNC(=O)CCCOc1cc(C)ccc1C	-1.1	30.9	nt	9.5	-9.4	-6.7	-3.3	nt
COC(=O)c1ccc(OCCCCN2CC(C)OC(C)C2)cc1 (stereo unspecified)	3.0	4.5	3.6	0.5	-1.4	-5.3	2.5	-13.5
Cn1c(=O)c2cc(NC(=O)CCc3ccc(O)cc3)ccc2n1Cc1cccc(C(F)(F)F)c1	10.3	-14.8	9.7	2.4	-2.8	49.2	1.7	6.0
O=C(Nc1nnc(-c2cccnc2)o1)c1ccccc1Cl	5.7	2.9	nt	0.6	9.2	-3.6	-2.0	1.4
C=CCOc1cccc(CNn2cn[nH]c2=S)c1	nt	12.5	2.8	-2.3	nt	-4.8	nt	nt
CCCCCCCNc1nc(Cl)nc(NCCO)n1	12.5	-7.0	-1.7	-1.8	-7.0	-1.4	-0.2	10.7
COCCCNC(=S)N1CCN(c2ccc([N+](=O)[O-])cc2)CC1	nt	nt	-0.8	-2.6	13.1	-4.1	nt	0.6
CCN1CC2CCCC3(C1)C(=O)NC1(CCCCC1)N=C23 (stereo unspecified)	nt	0.2	5.0	2.7	nt	-0.3	nt	-3.9
C=CCN(C(=O)CNC(=O)c1ccco1)C(C(=O)NC1CCCCC1)c1ccc(F)cc1 (stereo unspecified)	nt	0.1	-2.2	-0.4	nt	-13.2	nt	6.8
Cc1ccc(CNC(=O)Cn2cnc3c(NCc4ccccc4)ncnc32)o1	15.2	-3.8	6.8	4.3	2.2	12.4	0.0	26.8
COc1ccc(CCNCC(=O)Nc2ccc(C)c(Br)c2)cc1OC	-3.6	nt	-4.8	-0.5	4.4	nt	-0.1	32.9
N#Cc1ccccc1NC(=O)c1ccc2c(Cl)c3c(nc2c1)CCCC3	nt	16.6	nt	12.3	-50.1	-1.8	nt	nt
C[C@@H]1CN([C@@H](C)CO)C(=O)Cc2cc(NC(=O)Nc3ccc(F)cc3)ccc2O[C@H]1CN(C)Cc1ccccc1	7.3	-15.5	nt	-1.8	1.8	-12.1[16.7 µM]	0.1	29.0
CO[C@H]1CN(C)C(=O)c2cc(NC(=O)Nc3ccc4c(c3)OCO4)ccc2OC[C@H](C)NC[C@H]1C	-93.9	2.8	0.1	-0.2	-33.6	nt	-0.5	-34.6
CCCOc1cc(NCc2ccccc2)c2ncn(C(C)C)c2c1	9.3	nt	-1.0	19.0	19.5	nt	8.8	24.8
CN(C(=O)c1cccc(NC(=O)Cc2cccc(NC(=O)C3CCCN(C(=O)C4CC4)C3)c2)c1)C1CCC1 (stereo unspecified)	-7.2	-2.8	-1.3	-0.1	14.9	0.5	-2.9	-3.4
Cc1ccc(S(=O)(=O)NCC(=O)NCC(=O)NCCc2ccc(Cl)cc2)cc1C	-0.5	1.6	-11.0	-0.9	-2.7	-4.7	-0.6	8.6
O=C(Nc1ccc2c(c1)OCCO2)c1cc(-c2ccccc2)nc2ccccc12	nt	-27.3	7.2	1.0	nt	-7.8	nt	4.9
CC(=O)N1CCN(c2ccc(NCc3ccco3)cc2)CC1	-18.3	16.4	0.2	0.1	-15.9	2.1	-0.7	-33.7
COc1ccc(C(=O)NCCS(=O)(=O)N(C)Cc2ccccc2)cc1	-5.1	-2.0	-0.7	0.1	3.2	-5.7	1.1	14.7
COc1cccc(CNC(=O)CC(NC(C)=O)c2ccccc2)c1 (stereo unspecified)	4.2	nt	3.6	-1.3	nt	3.6	1.5	10.9
C[C@@H]1CN([C@H](C)CO)C(=O)Cc2cc(NC(=O)CCCN(C)C)ccc2O[C@@H]1CN(C)CC1CCCCC1	5.5	-14.6	nt	-1.8	-8.3	-1.6[16.7 µM]	-5.1	-10.7
CC(C)(C)c1ccc(C2(C)NC(=O)N(CC(=O)NCc3cccs3)C2=O)cc1 (stereo unspecified)	2.7	1.6	-1.1	1.7	-13.2	2.3	4.4	-4.9
CCCc1cc(C(=O)Nc2ccc(F)cc2F)no1	-5.5	nt	1.7	2.5	-59.9	nt	-1.5	-43.7
COc1ccc([N+](=O)[O-])cc1NC(=O)C(C)OC(=O)c1cccnc1Cl (stereo unspecified)	0.1	4.1	8.6	nt	-9.2	nt	-1.1	-11.6
CCOC(=O)C1=C(C)OC(=Cc2ccc(OC)cc2)C1=O	-19.6	nt	-2.6	-3.7	39.6	nt	2.0	-28.4
COc1ccc(CN2CCN(C(=O)CCC(=O)Nc3nnc(CC(C)C)s3)CC2)cc1F	13.9	3.1	3.9	0.9	-14.2	-3.8	0.5	11.6
O=C(COC(=O)c1ccccn1)NCc1cccc(Cl)c1	-9.3	8.5	3.9	nt	15.4	-4.7	0.3	-2.8
O=C(Cc1ccc(Cl)cc1)OCc1nnc(-c2ccccc2)o1	8.0	3.4	-0.4	2.2	-4.6	-3.7	1.6	-8.1
CCC(Sc1nc2ccccc2[nH]1)C(=O)Nc1cc(C)on1 (stereo unspecified)	nt	2.1	nt	8.7	11.0	0.2	nt	nt
COc1ccc(NS(=O)(=O)c2ccc(N3CCOCC3)c(NC(=O)c3cccc(F)c3)c2)cc1	nt	nt	3.0	nt	14.7	189.8*	nt	-1.6

Reprinted at random: 4 compounds from above
SMILES	EWS-Fli block	PGC1a acetyl inh	FN deposit inh	Cneo AK release	LGR2 inh	miR122 inh	CASP6 VEID inh	PAX8 inh HTS
CCC(Sc1nc2ccccc2[nH]1)C(=O)Nc1cc(C)on1 (stereo unspecified)	nt	2.1	nt	8.7	11.0	0.2	nt	nt
CCOC(=O)C1=C(C)OC(=Cc2ccc(OC)cc2)C1=O	-19.6	nt	-2.6	-3.7	39.6	nt	2.0	-28.4
CCCc1cc(C(=O)Nc2ccc(F)cc2F)no1	-5.5	nt	1.7	2.5	-59.9	nt	-1.5	-43.7
O=C(COC(=O)c1ccccn1)NCc1cccc(Cl)c1	-9.3	8.5	3.9	nt	15.4	-4.7	0.3	-2.8

Next structures follow:
SMILES	EWS-Fli block	PGC1a acetyl inh	FN deposit inh	Cneo AK release	LGR2 inh	miR122 inh	CASP6 VEID inh	PAX8 inh HTS
O=C(CCC(C(=O)c1ccccc1)c1ccccc1)c1ccccc1 (stereo unspecified)	1.1	nt	-8.2	3.7	13.5	nt	-1.8	-8.5
OC[C@H]1[C@@H](c2ccc(-c3ccccc3)cc2)[C@H]2CN(CCC(F)(F)F)CCCCN21	8.5	-2.5	nt	3.6	-3.0	-0.5[16.7 µM]	nt	-2.7
CCOc1cc(CNS(=O)(=O)c2cn(C)cn2)cc(OCC)c1OCC	nt	6.8	-3.0	1.2	12.5	1.1	-0.2	7.9
CCOCCCNC(=S)N1CCCN(c2nc3c(C)c(C)ccc3cc2C#N)CC1	8.0	-29.9	-7.3	nt	1.4	-6.8	-1.7	0.0
O=C1CCc2cc(NS(=O)(=O)c3ccc(F)cc3)cc3c2N1CC3	-22.4	nt	10.9	nt	0.2	nt	0.3	-22.6
COc1ccc(CCNC(=O)Cn2cnc3c2c(=O)n(C)c(=O)n3C)cc1OC	nt	3.7	1.7	12.1	nt	-4.8	nt	0.4
CC(C)NC(=O)N1[C@H](CO)[C@H](c2ccc(C#CC3CC3)cc2)[C@@H]1C#N	-13.5	0.7	1.4	2.8	-4.6	nt	1.0	-19.1
COC(=O)CCn1[nH]c(=O)c2ccccc2c1=O	nt	5.8	-0.5	0.2	-20.9	-5.0	nt	3.2
COC(=O)C1=C(C)N(CC(C)C)C(=S)NC1c1cccc(Br)c1 (stereo unspecified)	-5.9	nt	-2.2	nt	4.5	nt	-1.9	-0.5
COc1ccc(S(=O)(=O)Nc2ccc3c(c2)C(=O)N([C@@H](C)CO)C[C@@H](C)[C@@H](CN(C)C)OCCCC[C@H](C)O3)cc1	nt	2.8	1.4	-0.9	3.2	-2.7[16.7 µM]	-2.3	-6.0
CCN(CC)CCCNC(=O)Cc1c(C(=O)O)n(C)c2ccccc12	nt	7.5	10.9	-1.4	nt	-0.7	nt	-2.1
O=C(CSCc1ccc(Cl)c(Cl)c1)Nc1c[nH]c(=O)[nH]c1=O	6.1	nt	-4.7	nt	nt	nt	0.5	24.3
COc1ccc2ccccc2c1CN1CCN(C(=O)c2ccco2)CC1	10.7	nt	1.0	3.3	7.8	nt	-3.2	8.7
Cc1c(C(=O)NN)sc(=S)n1C	3.3	0.1	-5.4	-1.9	-2.1	14.3	-2.1	8.9
O=C1N=C(N2CCCC2)S/C1=C\C=C\c1ccccc1	-36.4	-3.9	0.4	-9.6	nt	53.5	2.7	-12.2
CCCCn1c(C(C)NC(=O)CC)nc2ccccc21 (stereo unspecified)	-0.6	-18.9	-0.3	-2.0	nt	-1.0	-3.3	-20.8
CCCNC(=O)Nc1ccc2c(c1)OC[C@H](C)N(C(=O)C1CCOCC1)C[C@@H](C)[C@H](OC)CN(C)C2=O	8.7	2.4	-4.5	-3.3	17.1	nt	nt	-1.4
CCCc1ccc(OCc2ccc(C(=O)N3CCN(c4ccccn4)CC3)o2)c(OC)c1	nt	-4.4	nt	-3.4	-47.3	-1.4	4.1	nt
CN1CCN(C(=S)c2cn(Cc3ccc(Br)cc3)c3ccccc23)CC1	3.7	-7.6	nt	nt	13.8	nt	-2.8	16.0
COC(=O)C(Sc1ccc(Cl)cc1)C1SC(=S)N(Cc2ccccc2)C1=O (stereo unspecified)	6.4	-0.6	-5.5	3.8	20.7	-9.5	-2.4	-1.0

A draw from above in order of formula weight, descending.
SMILES	EWS-Fli block	PGC1a acetyl inh	FN deposit inh	Cneo AK release	LGR2 inh	miR122 inh	CASP6 VEID inh	PAX8 inh HTS
COc1ccc2ccccc2c1CN1CCN(C(=O)c2ccco2)CC1	10.7	nt	1.0	3.3	7.8	nt	-3.2	8.7
CCCCn1c(C(C)NC(=O)CC)nc2ccccc21 (stereo unspecified)	-0.6	-18.9	-0.3	-2.0	nt	-1.0	-3.3	-20.8
Cc1c(C(=O)NN)sc(=S)n1C	3.3	0.1	-5.4	-1.9	-2.1	14.3	-2.1	8.9
